Screens (PubChem)
esBAF inh: Bmi1 luciferase reporter increase in mESCs, primary screen, esBAF inhibitor project, mouse ES cells, Bmi1 luciferase knock-in, single point; reporter increase, % at 12.5 µM; 24 h; 100% = twice the neutral-well signal; 2% of 350,000 active; in the data active means activation above about 40%;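 further: 0% = median of the plate's neutral control wells and 100% = double that signal; a rise in the Bmi1 reporter signal indicates esBAF inhibition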
ERp5 block: inhibitors of ERp5-driven insulin aggregation, primary screen, biochemical, turbidity, absorbance 650 nm, single point. Protein disulfide-isomerase A6 (Homo sapiens), Q15084. 90 min. inhibition, % at 9.99 µM. 0.05% of 350,000 active. AID 651711, 2012;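 active means mean replicate inhibition above about 25%, with every replicate also reaching it, limit read from the data, passing the limit was not always enough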
E-sel inducer: E-selectin induction in HUVECs, primary screen, imaging, HUVEC, immunofluorescence imaging, single point; 0.37% of 260,000 active; AID 686992, 2013; activation, % at 7.58 µM; normalized: neutral wells 0, TNF-alpha wells 100;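 active means mean E-selectin-positive cell signal at least 10% of the positive control, reached in at least 60% of replicates, without over 20% cell loss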;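 further: in these data hits start at about 27%; measured in HUVEC primary endothelial cells; signal is the percent of cells scored E-selectin positive by PE staining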
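material = human umbilical vein endothelial cells (HUVEC), E-selectin induction | quantity = 3,000 cells/well | medium = EGM-2 growth medium on 0.1% gelatin-coated wells | technique = immunofluorescence imaging | read-out basis = % PE-positive cells | control set = TNF-alpha positive control, DMSO neutral control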
RAD52 inh: RAD52 DNA annealing inhibitors, primary screen, biochemical, FRET, single point, set 2; recombinant RAD52 DNA annealing, FRET fluorescence; AID 651710, 2012; inhibition, % at 18.7 µM; 0.46% of 360,000 active;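 active means every replicate showing at least 50% inhibition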
ARNT-TACC3 inh: disruptors of ARNT/TACC3 protein interaction, primary screen, biochemical, AlphaScreen, single concentration; 0.66% of 390,000 active; inhibition, % at 9.99 µM; AlphaScreen His-ARNT PAS-B/GST-TACC3 binding, luminescence; TACC3 fragment carries E629A point mutation; Transforming acidic coiled-coil-containing protein 3 (Homo sapiens), Q9Y6A5; AID 623870, 2012;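 active means mean inhibition of replicates at least 50% and at least half of replicates each reaching 50%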;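 further: 0% = complete ARNT plus TACC3 wells and 100% = ARNT alone without TACC3; many hits fall short of the cut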
PglD DTNB: C. jejuni PglD acetyltransferase inhibitors, primary screen, biochemical, DTNB colorimetric, single point; purified PglD enzyme, DTNB colorimetric CoA detection; inhibition, % at 12.5 µM; 0.098% of 360,000 active; in the data active means inhibition above about 16%, passing the limit was not always enough; further: strong numbers were not always called active
CASP6 VEID inh: human caspase-6 inhibitors, primary screen, biochemical, VEID-R110 fluorescence, single point, set 2 | purified caspase-6, Z-VEID-R110 cleavage fluorescence | 0.53% of 350,000 active | AID 686996, 2013 | P55212 | inhibition, % at 12.5 µM;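 active means mean inhibition across replicates at least about 35%, with every replicate also reaching that limit, limit read from the data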;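 further: 0% = median of neutral control wells and 100% = no fluorescence left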
Target sequence (P55212 24-179 limits assumed): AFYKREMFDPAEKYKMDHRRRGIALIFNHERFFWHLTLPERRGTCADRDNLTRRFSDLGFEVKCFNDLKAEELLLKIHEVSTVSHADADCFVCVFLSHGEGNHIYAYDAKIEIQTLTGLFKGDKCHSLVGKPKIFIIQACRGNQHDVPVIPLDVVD
Target sequence (P55212 194-293 limits assumed): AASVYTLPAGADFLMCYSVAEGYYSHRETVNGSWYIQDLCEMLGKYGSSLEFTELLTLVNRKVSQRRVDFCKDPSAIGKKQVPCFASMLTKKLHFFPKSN
RAD54 branch: inhibitors of human RAD54 branch migration, primary screen, biochemical, fluorescence, single point; inhibition, % at 10.4 µM; RAD54 Holliday junction branch migration, FAM/BHQ fluorescence; 0.14% of 360,000 active; AID 602329, 2012;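 active means mean normalized replicate activity at least 40 and at least half of replicates scoring 40 or more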;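 further: 0% = median of neutral control wells and 100% = median of positive control wells; inhibitors cause a drop in the FAM fluorescence signal; in these data hits start at about 50%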
Target sequence (Q92698 whole entry, looked up): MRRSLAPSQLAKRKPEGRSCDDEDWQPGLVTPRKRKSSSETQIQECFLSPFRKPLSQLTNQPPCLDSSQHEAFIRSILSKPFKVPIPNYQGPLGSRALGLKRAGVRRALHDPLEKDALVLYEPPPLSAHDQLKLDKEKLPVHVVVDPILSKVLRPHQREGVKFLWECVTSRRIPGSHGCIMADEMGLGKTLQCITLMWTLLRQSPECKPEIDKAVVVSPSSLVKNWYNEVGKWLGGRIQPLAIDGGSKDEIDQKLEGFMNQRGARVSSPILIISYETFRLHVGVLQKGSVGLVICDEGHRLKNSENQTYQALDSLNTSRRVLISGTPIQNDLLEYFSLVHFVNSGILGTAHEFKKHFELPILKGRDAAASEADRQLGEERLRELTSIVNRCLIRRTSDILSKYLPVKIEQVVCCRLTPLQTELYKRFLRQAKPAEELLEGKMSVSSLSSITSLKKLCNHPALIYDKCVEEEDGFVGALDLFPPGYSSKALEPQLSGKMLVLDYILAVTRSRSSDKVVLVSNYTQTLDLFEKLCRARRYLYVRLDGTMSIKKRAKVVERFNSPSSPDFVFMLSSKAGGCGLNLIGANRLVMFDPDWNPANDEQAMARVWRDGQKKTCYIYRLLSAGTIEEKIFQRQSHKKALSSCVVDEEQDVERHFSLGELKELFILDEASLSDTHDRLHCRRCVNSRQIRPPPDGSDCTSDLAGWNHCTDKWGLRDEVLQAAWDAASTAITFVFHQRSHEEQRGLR
* = called active by the depositor; / = not tested or not shown; & = joins results of further samples.

The first four compounds, to show the layout:
SMILES	esBAF inh	ERp5 block	E-sel inducer	RAD52 inh	ARNT-TACC3 inh	PglD DTNB	CASP6 VEID inh	RAD54 branch
O=C(CCC1CCCC1)NCCCNC(=O)CCC1CCCC1	/	-1.7	0.2	2.0	-3.5	-4.5	3.2	7.5
CCN(CC)S(=O)(=O)c1cc(NC(=O)C2Cc3ccccc3C(=O)O2)ccc1C (centres undefined)	37.1	-0.4	-1.9	-3.3	-7.0	0.2	1.4	-6.1
CCOC(=O)C1=C(C)N(CCCC(=O)O)C(=O)NC1c1ccccc1OS(=O)(=O)c1ccc([N+](=O)[O-])cc1 (centres undefined)	2.0	-2.9	-0.1	3.1	1.1	-4.7	-4.4	-14.5
Cc1cc(=O)oc(C)c1C(=O)N[C@@H](Cc1ccccc1)C(=O)O	-3.7	-2.9	0.1	-7.8	-18.3	6.7	-1.6	0.7

All compounds of this part, repeating the preview:
SMILES	esBAF inh	ERp5 block	E-sel inducer	RAD52 inh	ARNT-TACC3 inh	PglD DTNB	CASP6 VEID inh	RAD54 branch
O=C(CCC1CCCC1)NCCCNC(=O)CCC1CCCC1	/	-1.7	0.2	2.0	-3.5	-4.5	3.2	7.5
CCN(CC)S(=O)(=O)c1cc(NC(=O)C2Cc3ccccc3C(=O)O2)ccc1C (centres undefined)	37.1	-0.4	-1.9	-3.3	-7.0	0.2	1.4	-6.1
CCOC(=O)C1=C(C)N(CCCC(=O)O)C(=O)NC1c1ccccc1OS(=O)(=O)c1ccc([N+](=O)[O-])cc1 (centres undefined)	2.0	-2.9	-0.1	3.1	1.1	-4.7	-4.4	-14.5
Cc1cc(=O)oc(C)c1C(=O)N[C@@H](Cc1ccccc1)C(=O)O	-3.7	-2.9	0.1	-7.8	-18.3	6.7	-1.6	0.7
O=C(C1CC(=O)N(c2ccc3c(c2)OCCO3)C1)N1CCN(c2ccccc2)CC1 (centres undefined)	-18.2	1.4	1.3	-28.8	-0.3	1.1	1.0	2.1
O=C(N/N=C/c1cn(-c2ccccc2)nc1-c1cccnc1)c1ccccc1	/	-3.4	/	4.6	1.3	/	-5.9	/
Cc1ccccc1S(=O)(=O)N[C@@H]1CC[C@H](CCNS(=O)(=O)c2cccc(F)c2)O[C@H]1CO	2.5	-4.1	0.2	-8.5	1.8	0.6	-1.0	7.2
CCCSc1nnc(N)s1	-1.3	1.8	0.6	1.5	-5.2	-3.2	-0.1	3.9
O=C(Cc1ccccc1)N1CC[C@@H]2[C@H]1c1cc(-c3ccccc3)ccc1N[C@@H]2CO	15.8	1.1	-0.7	-33.9	0.9	4.1	0.4	-6.2
N#CCCN1CCN(Cn2c3ccccc3c3ccccc32)CC1	2.0	/	/	/	-3.5	1.9	/	4.7
C[C@@H](NC(=O)[C@@H]1[C@@H](CO)[C@@H]2Cn3c(cccc3=O)[C@H]1N2Cc1ccccc1)c1ccccc1	-2.3	4.8	-0.3	15.5	-8.7	-1.8	4.5	-1.9
COc1cc(OC)c(C2N(c3ccc(Cl)c(Cl)c3)C(=O)C3CCCN32)cc1OC (centres undefined)	0.8	/	/	/	-3.9	-5.4	/	10.8
Cc1ccc(C)c(S(=O)(=O)N2CCN(C(=O)C3CCN(c4ncnc5sc(C)c(C)c45)CC3)CC2)c1	-16.6	13.5	-0.6	-9.6	0.3	-3.5	-1.4	1.8
C[C@H](CO)N1C[C@H](C)[C@@H](CN(C)Cc2ccccc2)Oc2c(NC(=O)Nc3ccc(F)cc3)cccc2C1=O	-5.4	9.8	-0.2	9.5	-9.4	3.8	-0.7	-6.9
COC(=O)[C@@H]1[C@@H](CO)[C@@H]2Cn3c(ccc(-c4cccc(F)c4)c3=O)[C@@H]2N1CC1CCCC1	2.9	-0.3	-0.9	-74.3	16.5	1.4	0.0	14.1
COc1cccc(-c2cnc3c(c2)C(=O)N([C@@H](C)CO)C[C@H](C)[C@@H](CN(C)C(C)=O)O3)c1	0.1	2.2	0.7	0.9	-4.5	2.9	-6.0	-1.0
Cc1noc(C)c1S(=O)(=O)Nc1ccc2c(c1)C(=O)N([C@H](C)CO)C[C@H](C)[C@H](CN(C)S(=O)(=O)c1cccs1)OCCCC[C@H](C)O2	9.9	/	/	/	5.8	4.3	/	-10.3
CCCN1CCC(=O)N([C@H](CSc2ccc(C)cc2)c2ccccc2)CC1	-0.2	-2.7	0.2	-213.1	9.6	0.6	-13.7	11.6
CCCNC(=O)N1[C@@H]2Cn3c(ccc(-c4cccc(OC)c4)c3=O)[C@H]1[C@@H](C(=O)NC1CCC1)[C@@H]2CO	-6.2	4.2	0.5	8.8	-1.5	-4.1	2.5	15.7
Cc1[nH]c(=O)c(C#N)c(C)c1Br	-7.8	-1.3	/	-16.8	0.3	-4.5	1.1	3.5
Cc1ccc(NC(=O)C(C)OC(=O)Cn2[nH]c(=O)c3ccccc3c2=O)cc1 (centres undefined)	3.8	2.8	-0.3	-12.4	3.0	-3.5	-0.1	-0.9
CCC(=O)N1C[C@H](O)COC[C@@H]2O[C@H](CC(=O)NCc3cc(F)cc(F)c3)CC[C@H]21	2.4	1.0	0.1	-8.9	-3.8	-0.2	-3.5	-9.2
COc1ccc(CN(C)C[C@@H]2Oc3ccc(NC(=O)c4ccncc4)cc3C(=O)N([C@@H](C)CO)C[C@H]2C)cc1	1.8	-4.8	55.8*	-5.4	-4.7	-1.3	-0.4	12.2
O=c1cc[nH]c2ccc([N+](=O)[O-])cc12	/	2.1	4.5	-11.7	-9.3	/	1.4	/
CN(C)CCCN(C(=O)c1ccc(S(=O)(=O)N2CCc3ccccc3C2)cc1)c1nc2c(F)cccc2s1	1.6	-4.3	/	-6.2	8.9	-20.2	13.6	8.1
O=S(=O)(N[C@@H]1CC[C@@H](CCn2cc(-c3cccc(F)c3)nn2)O[C@H]1CO)c1ccc(F)cc1	3.3	-2.7	-0.3	-0.3	-0.9	0.6	0.3	-8.3
COc1ccc(N2CCN(C(=O)c3oc4ccccc4c3NC(=O)Cc3ccc(OC)c(OC)c3)CC2)cc1	-1.2	4.2	/	-8.4	-3.4	1.7	3.2	-4.2
CC1Sc2ccc(C(=O)Nc3ncccc3O)cc2NC1=O (centres undefined)	-30.0	-2.3	/	-15.2	3.7	1.7	2.3	-8.8
COc1cccc2cc(C(=O)OC(C)C(=O)c3ccc(C)cc3)c(=O)oc12 (centres undefined)	-2.5	-1.5	-0.1	-10.3	-6.3	-2.0	3.1	10.1
CO[C@@H]1CN(C)C(=O)c2ccc(NC(=O)Nc3c(C)noc3C)cc2OC[C@H](C)N(C)C[C@@H]1C	1.9	4.5	-0.1	-3.7	2.5	3.2	16.8	-8.6

Next part; it opens with the 2 that closed the last part.
SMILES	esBAF inh	ERp5 block	E-sel inducer	RAD52 inh	ARNT-TACC3 inh	PglD DTNB	CASP6 VEID inh	RAD54 branch
COc1cccc2cc(C(=O)OC(C)C(=O)c3ccc(C)cc3)c(=O)oc12 (centres undefined)	-2.5	-1.5	-0.1	-10.3	-6.3	-2.0	3.1	10.1
CO[C@@H]1CN(C)C(=O)c2ccc(NC(=O)Nc3c(C)noc3C)cc2OC[C@H](C)N(C)C[C@@H]1C	1.9	4.5	-0.1	-3.7	2.5	3.2	16.8	-8.6
C[C@]12CCCC(=O)N1CCc1c2[nH]c2ccccc12	/	0.4	/	-8.8	-0.4	0.7	-2.2	-0.8
Cc1[nH]c2ccccc2c1C(=O)COC(=O)C1CC(=O)N(Cc2ccccc2)C1 (centres undefined)	-1.6	/	/	/	-1.9	-1.6	/	4.0
C[C@@H]1CN([C@@H](C)CO)C(=O)c2cc(NS(=O)(=O)c3ccc(F)cc3)ccc2O[C@@H](C)CCCCO[C@H]1CN(C)C(=O)Cc1ccccc1	7.3	/	0.1	/	2.9	-1.6	/	-10.2
C[C@@H]1CN([C@@H](C)CO)C(=O)c2cc(NS(=O)(=O)c3cn(C)cn3)ccc2O[C@@H](C)CCCCO[C@@H]1CN(C)CC1CCCCC1	1.2	-2.4	-0.3	4.4	2.1	-2.5	-0.7	1.1
C[C@@H]1CCCCO[C@H](CN(C)C(=O)Nc2ccc3c(c2)OCO3)[C@@H](C)CN([C@H](C)CO)C(=O)c2cc(NC(=O)CCC(F)(F)F)ccc2O1	3.2	12.8	0.0	4.5	-0.9	-0.6	3.0	2.2
CCn1cc(C(=O)OCC(=O)Nc2ccc(S(=O)(=O)N3CCCC3)cc2)c(=O)c2ccc(C)nc21	2.3	/	/	/	-2.4	1.6	/	1.9
Cc1ccc(CSCCNC(=O)c2cccc([N+](=O)[O-])c2)cc1	/	1.6	/	0.9	1.9	/	0.5	/
COc1cccc(S(=O)(=O)N(C)C[C@H]2OCc3cnnn3CCCC(=O)N([C@H](C)CO)C[C@H]2C)c1	6.5&-1.6&-1.9	3.2&-9.5&-1.7	-0.1&-0.2	-2.9&22.0	3.6&-2.5	5.5&-0.9&5.6	-1.6&0.9&4.0	2.5&-2.7&4.9
Nc1nc(SCc2ccc(Br)cc2)n[nH]1	18.4	2.7	-0.3	-8.6	-5.4	-4.9	3.2	-8.6
CCN(CC)c1ccc(N=C2C=CC(=O)C=C2NC(C)=O)cc1	17.1	-13.8	0.5	-36.1	/	-5.8	4.1	-10.7
CC(=O)c1ccc(OCC(O)CN2CCc3ccccc3C2)cc1 (centres undefined)	/	1.9	-0.4	-6.1	/	/	-1.3	/
Cc1ccccc1S(=O)(=O)N[C@H]1CC[C@@H](CCNS(=O)(=O)c2cccc(F)c2)O[C@@H]1CO	5.0	-3.0	-0.4	-9.2	5.6	-4.7	-0.2	1.8
Cc1ccccc1S(=O)(=O)N1CC(=O)N2[C@@H](CO)[C@@H](c3ccc(C#CCN(C)C)cc3)[C@@H]2C1	/	-9.5	0.3	6.4	/	/	2.5	/
Oc1cncc(-c2cccnc2)c1	2.8	1.5	-0.1	-2.2	2.3	-2.7	-2.1	-0.3
CCCc1nnc(NC(=O)CCS(=O)(=O)c2ccccc2)s1	3.4	1.7	/	-5.1	-5.6	1.6	25.3	1.9
O=C(NCc1ccccc1)c1ccc(F)c(S(=O)(=O)N2CCOCC2)c1	0.4	/	/	/	-2.5	0.2	/	1.2
CCOC(=O)c1c(C)nc2c(c1C)/C(=N/O)CC(C)(C)C2	12.9	2.9	/	2.1	-20.8	-2.5	-1.1	8.4
Cc1ccc(Cl)cc1N1CCN(C(=O)c2ccccc2SCC(=O)N2CCCC2)CC1	28.7	-0.4	0.5	-14.4	2.1	5.3	-1.5	-2.1
CCCn1c(=N)n(CC(=O)c2ccc([N+](=O)[O-])cc2)c2ccccc21	/	4.2	0.1	-5.3	-1.9	/	-1.5	/
COc1ccccc1-c1cnc2c(c1)C(=O)N([C@H](C)CO)C[C@H](C)[C@H](CN(C)C(C)=O)O2	5.2	15.1	0.4	0.3	-1.3	1.6	-1.1	-1.0
O=C(NCCc1ccccc1)C1CCCN1C(=O)NCc1ccccc1 (centres undefined)	-3.1	/	/	/	2.1	-5.0	/	-19.3
CCC(=O)N1CCN(c2ccc(Cl)cc2NC(=O)c2ccc(N3CCCC3)c([N+](=O)[O-])c2)CC1	-0.5	/	/	/	5.5	-2.1	/	6.8
CCOC(=O)c1c(C)c(C(=O)NCCCOC(C)C)c(C)n1C	-5.5	10.9	/	-5.3	-7.1	6.3	0.4	-9.3
COc1ccc(Nc2oc(COc3ccc(C)cc3)nc2C#N)cc1	-18.6	/	/	/	1.5	-1.7	/	8.4
COc1cccc(CC(=O)NC2CCCN(Cc3ccc(Cl)cc3)C2)c1 (centres undefined)	6.6	-5.6	0.0	-23.0	23.6	1.5	-0.3	-2.8
O=C(Nc1ccc(F)cc1)N1C[C@H]2[C@@H](c3ccccc31)[C@H](CO)N2C(=O)c1ccccc1	8.3	0.4	-0.6	-2.4	2.3	-3.5	2.0	-2.3
